CHRM1 PAM: human CHRM1 positive allosteric modulation | P11229 | CHO-K1 hM1, Fluo-8 calcium fluorescence, ACh EC20; 0% = ACh EC20, 100% = maximal ACh | activation, % at 3 µM | 360,000 tested, 0.088% active | AID 588819; in the data active = activation above about 19%, passing the limit was not always enough
Target sequence (P11229 whole entry, looked up): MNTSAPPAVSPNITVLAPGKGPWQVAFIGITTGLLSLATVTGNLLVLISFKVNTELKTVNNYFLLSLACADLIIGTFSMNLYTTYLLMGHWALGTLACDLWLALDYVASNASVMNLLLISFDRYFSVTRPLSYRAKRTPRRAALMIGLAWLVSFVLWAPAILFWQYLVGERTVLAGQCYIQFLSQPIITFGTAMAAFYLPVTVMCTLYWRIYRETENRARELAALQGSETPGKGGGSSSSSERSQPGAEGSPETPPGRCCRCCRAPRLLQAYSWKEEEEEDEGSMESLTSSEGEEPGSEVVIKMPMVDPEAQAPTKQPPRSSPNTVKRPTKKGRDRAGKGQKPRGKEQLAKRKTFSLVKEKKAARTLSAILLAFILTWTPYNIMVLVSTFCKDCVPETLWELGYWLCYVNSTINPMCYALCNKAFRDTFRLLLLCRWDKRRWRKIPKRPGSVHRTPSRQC
CHO-K1 Ca antag: counter-screen for M1 antagonists: effect in parental CHO-K1 cells; ATP-induced calcium, Fluo-8 fluorescence; inhibition, % at 3 µM; 360,000 tested, 0.6% active; AID 602250;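 active = inhibition above a per-plate cutoff, the plate's mean sample inhibition plus 3 SD, cut at about 24% in these data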;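 note: 0% = DMSO plus EC80 ATP and 100% = DMSO alone without ATP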
TAAR1 agonist: agonists of human TAAR1. Q96RJ0. CHO RD-HGA16 TAAR1, Fluo-8 calcium fluorescence; vehicle wells 0%, saturating PEA agonist 100%. activation, % at 3 µM. 360,000 tested, 0.99% active;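 active = activation above the mean activation of all test compounds in the run plus 3 SD, cut at about 38% in these data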
Target sequence (Q96RJ0 whole entry, looked up): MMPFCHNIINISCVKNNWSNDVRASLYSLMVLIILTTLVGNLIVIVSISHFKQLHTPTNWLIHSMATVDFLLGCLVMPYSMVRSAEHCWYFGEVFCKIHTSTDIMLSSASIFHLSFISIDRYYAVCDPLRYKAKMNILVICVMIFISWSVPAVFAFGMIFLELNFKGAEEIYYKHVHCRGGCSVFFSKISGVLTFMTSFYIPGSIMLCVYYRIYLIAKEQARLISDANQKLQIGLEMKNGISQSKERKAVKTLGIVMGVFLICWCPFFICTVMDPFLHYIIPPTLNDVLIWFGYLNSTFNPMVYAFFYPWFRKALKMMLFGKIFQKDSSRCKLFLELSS
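Test system: RD-HGA16 (CHO) cells co-expressing Gα16 and hTAAR1 | Doses: Single dose, 3 µM | Schedule: 17-24 h seeding, 75 min 37 °C dye, 30 min RT | Evaluation: % activation from peak over basal fluorescence ratio, DMSO-to-PEA scaled | Technique: Kinetic Fluo-8 calcium fluorescence | Benchmarks: Low control DMSO, high control PEA (EC100)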
M1 ag parental: M1 agonist counterscreen hit in parental CHO-K1 cells | activation, % at 3 µM | Fluo-8 calcium fluorescence; scaled to maximal ATP response, vehicle zero | 360,000 tested, 0.48% active | AID 602248; in the data active = activation above about 15%;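 note: untransfected CHO-K1 host cells lacking M1 receptor as counterscreen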
CHRM1 agonist: human M1 muscarinic receptor agonism; activation, % at 3 µM; P11229; CHO-K1 hM1, Fluo-8 calcium fluorescence, agonist mode; 0% DMSO, 100% acetylcholine EC100; 360,000 tested, 0.33% active;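 active = activation above the run's mean compound activation plus 3 SD, cut at about 16% in these data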;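 note: peak over basal fluorescence ratio within a 140 s kinetic read after compound addition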
CHO parental Ca: counter-screen for OX1R antagonists: effect in parental CHO cells; inhibition, % at 5.6 µM; 330,000 tested, 0.63% active; parental CHO-K1, ATP-induced calcium, Fluo-8 fluorescence; AID 463079;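 active = inhibition above that plate's mean sample inhibition plus 3 SD, cut at about 26% in these data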;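 note: 0% = ATP-challenged DMSO wells and 100% = DMSO wells without ATP; some compounds past the cut are filed as inactive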
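material = parental CHO cells | also added = ATP as calcium-mobilizing challenge | dosing = single point at 5.6 µM | detection = intracellular calcium via Fluo-8 no-wash fluorescent dye | read-out = % inhibition | benchmarks = low control ATP plus DMSO, high control DMSO only | repeats = one well per compound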
TAAR1 antag: human TAAR1 antagonism. Q96RJ0. CHO RD-HGA16 TAAR1, Fluo-8 calcium fluorescence, antagonist. inhibition, % at 3 µM. 360,000 tested, 1.5% active;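 active = inhibition above a per-plate cutoff, the mean inhibition of test compounds on that plate plus 3 SD, cut at about 49% in these data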;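 note: 0% = DMSO plus EC80 beta-PEA response and 100% = DMSO alone without agonist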
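Test system: hTAAR1-expressing CHO RD-HGA16 cells, Gα16-coupled; Probe or stimulus: EC80 β-phenethylamine stimulus; Compound dosing: single nominal final test compound concentration of 3 µM; Timing: 140 s kinetic read after compound, 140 s after agonist; Signal: Fluo-8 calcium-sensitive fluorescence; Measure: % inhibition of agonist calcium response; Controls: DMSO and EC80 PEA controls.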
CHO-K1 Ca PAM: nonselective activator or artifact in parental CHO-K1 calcium assay. ATP EC20, Fluo-8 calcium fluorescence; 0% at ATP EC20, 100% at ATP max. activation, % at 3 µM. 360,000 tested, 0.02% active;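 active = activation above the run cutoff, the mean activation of all test compounds plus 3 SD, cut at about 40% in these data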;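 note: peak over basal fluorescence ratio in a 140 s read after ATP addition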
CHRM1 antagonist: antagonists of human M1 muscarinic receptor | 360,000 tested, 1.3% active | inhibition, % at 3 µM | CHO-K1 hM1, Fluo-8 calcium fluorescence, ACh EC80 antagonist;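 active = percent inhibition above its own plate's cutoff, namely the mean of that plate's compound wells plus 3 SD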;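 note: peak over basal fluorescence ratio during 140 s after agonist addition; 0% = ACh EC80 plus DMSO and 100% = DMSO alone without agonist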
* = called active by the depositor; . = not tested or not shown.

SMILES	CHRM1 PAM	CHO-K1 Ca antag	TAAR1 agonist	M1 ag parental	CHRM1 agonist	CHO parental Ca	TAAR1 antag	CHO-K1 Ca PAM	CHRM1 antagonist
COc1ccc(CN2C(=S)NC(C)(C)CC2(C)O)cc1 (stereo not drawn)	-5.1	-8.0	-0.4	1.5	-5.2	-2.0	-4.5	20.6	6.8
O=C(CCN1C(=O)C2CC=CCC2C1=O)NC1CCCCC1 (stereo not drawn)	11.0	-6.8	0.7	2.2	-2.0	-4.9	-16.6	11.2	-10.3
CCOc1ccc(CN2C(=O)c3ccccc3C2=O)cc1C(=O)Nc1nnc(SCC)s1	9.1	-6.5	-1.1	0.3	-6.0	-14.7	2.7	11.7	-4.9
COc1ccc(C(=O)N2CCCC(c3nc(-c4ccc(C)o4)no3)C2)cc1OC (stereo not drawn)	-4.3	-12.9	4.4	0.5	-0.8	-7.8	-1.4	-8.3	3.3
COc1ccc(CN(C)C(=O)Cn2ccsc2=N)cc1OC	4.5	-9.6	-0.7	-0.4	-5.3	-1.4	4.7	-8.5	-3.5
CCc1ccc(C(=O)NN=C2CCCCCC2)s1	4.5	1.0	0.5	0.0	-0.9	-21.0	-25.2	-20.4	-4.4
CCC(=O)N/N=C(\C)CC(=O)Nc1ccc(Cl)cc1	0.2	-4.0	4.3	-0.1	-3.5	-29.3	-12.3	18.7	3.5
CC(C)Nc1ncnc2c1ncn2[C@H]1CN(Cc2cccnc2)C[C@@H](CO)O1	7.8	-1.7	11.7	1.0	-1.1	.	-25.0	14.3	-11.3
Cn1c(-c2ccc(CN3CCCCC3)o2)nc2ccccc21	2.5	-8.9	7.5	0.0	-6.7	-11.3	3.2	9.4	-21.5
CCCc1nnc(SCCSc2nnc(CCC)n2N)n1N	8.0	1.9	1.4	0.2	-1.1	-3.2	-4.9	-5.5	-3.3
CCCN(C(=O)Cn1ncc2c(=O)oc3ccccc3c21)c1cccc(C)c1	-0.8	-1.4	4.7	0.5	-4.9	-26.1	2.2	9.5	9.8
O=C(CCC(=O)c1cccs1)NNC(=O)c1ccccc1O	0.9	-1.6	2.7	1.6	-3.9	12.0	5.2	2.9	-8.1
CC1=NN2C(=N)/C(=C\c3cc(C)n(-c4ccccc4)c3C)C(=O)N=C2S1	-0.1	8.9	-0.7	-0.4	-4.3	-8.7	4.7	-8.7	0.0
COc1ncnc2c1oc1nc(CC(C)C)c3c(c12)CC(C)(C)OC3	13.2	-18.0	-0.6	0.9	-4.7	-5.8	4.5	10.6	-15.0
Cc1ccc(-c2nc3ccccc3s2)cc1NC(=O)c1cc(-n2cnnc2)ccc1Cl	2.5	-7.0	6.4	0.9	-5.8	-9.6	36.9	17.4	-3.6
CCCNC(=O)NC1CCCc2ccccc21 (stereo not drawn)	0.4	-2.3	-0.2	0.3	-6.9	-8.7	11.0	1.9	5.7
COCCCN(C(=S)Nc1cccc(Cl)c1)C(C)c1ccncc1 (stereo not drawn)	-3.1	-0.4	7.9	0.9	-6.2	-11.7	-12.0	-3.1	8.0
Cc1cccc(/C(N)=N/OC(=O)c2ccc(Br)o2)c1	3.2	-1.8	-0.3	0.5	-4.0	-1.6	-9.4	9.3	-2.3
CCN(C[C@H]1N[C@@](CC)(C(=O)OC)[C@H]2C(=O)N(C)C(=O)[C@@H]12)C(=O)Nc1ccc(F)cc1	14.2	-3.7	1.7	0.3	-2.8	3.9	-3.6	19.4	-19.0
Cc1ccc(-c2cc(C(F)F)n3ncc(C(=O)Nc4ccc(S(=O)(=O)Nc5ccccc5C)cc4)c3n2)cc1	-1.0	20.5	1.8	0.1	-2.7	1.3	6.6	-8.2	-15.5
O=C(NCCc1ccccc1)[C@@H]1CC=C[C@@H]2CCN(Cc3ccc(Cl)c(Cl)c3)C(=O)[C@@H]21	5.5	-3.8	31.9	-0.7	5.9	-28.6	17.4	-8.7	-0.2
CC(O)CSc1nc2c(c(=O)[nH]c(=O)n2C)n1Cc1ccccc1 (stereo not drawn)	4.8	-15.1	0.6	0.6	-7.3	-10.5	19.3	17.1	-12.3
NC1=NC(c2ccc(Cl)cc2)C(C(=O)c2ccccc2)N1 (stereo not drawn)	0.0	-7.4	0.7	3.2	-1.6	-4.0	-36.2	10.2	1.9
NC(=O)CSc1nnc(-c2cccnc2)n1CCc1ccccc1	7.5	-2.5	4.6	0.3	-2.3	-4.7	2.1	-0.6	-2.3
CN(NC(=O)c1ccccc1F)c1nc(C(F)(F)F)nc2ccccc12	7.3	-5.6	11.0	0.5	-12.6	-19.5	-5.9	19.4	-8.9
Cc1ccc2nc(-c3ccccc3)cc(C(=O)N3CC(C)OC(C)C3)c2c1 (stereo not drawn)	11.0	-13.7	-0.1	-0.1	-2.9	-16.1	0.8	19.7	-13.6
O=C(O)c1cc2nccc(-c3ccc(F)cc3)n2n1	10.7	-9.2	4.7	-0.1	-7.3	1.9	2.3	12.7	-11.4
CC(=O)NCCNC(=O)CCNC(=O)c1ccc(Cl)cc1	-14.2	7.9	0.5	3.7	2.8	-11.5	-3.9	6.4	26.4
CCn1c(SCC(=O)N/N=C(\C)c2ccncc2)nnc1-c1ccc(C)cc1	4.8	-14.1	-0.8	0.3	-5.0	-13.2	-17.0	11.4	-5.0
Cc1ccc([N+](=O)[O-])cc1NC(=O)CSc1nncc2ccccc12	2.6	-15.0	7.1	4.1	-0.8	-8.8	16.1	5.6	-5.1
COc1cccc2c1OCC(C(=O)O)C2 (stereo not drawn)	5.9	-4.1	9.7	-0.2	-4.8	7.5	10.4	4.3	-0.5
CCOC(=O)C1=C(C)Nc2ccccc2N/C1=N\S(=O)(=O)c1cccc(Cl)c1	-0.3	-8.3	8.5	3.2	-1.1	-28.5	1.0	-4.2	-0.4
Cc1cc(C)c2c(c1)/C(=N/NS(=O)(=O)c1ccccc1)CCC2	-2.2	-6.1	14.2	-0.2	-5.9	-13.1	-19.6	-3.9	-4.0
Cc1ccc(S(=O)(=O)N2CCN(S(=O)(=O)c3ccccc3)C2c2ccc(N(C)C)cc2)cc1 (stereo not drawn)	1.0	1.6	4.5	0.3	-2.8	-12.7	-10.9	3.5	6.1
CCOc1ccccc1CNC(=O)c1ccc(Sc2ccc(Cl)cc2)c(NC(C)=O)c1	6.7	-12.4	1.7	3.0	-5.5	-26.5	12.2	18.9	-7.7
Oc1ccc(/C=N/N2CCN(C3c4ccccc4-c4ccccc43)CC2)c(O)c1	6.2	15.8	14.8	-0.2	-4.5	-16.1	20.0	-10.1	-5.5
COc1ccc2cc(C(=O)Nc3ccc(F)cc3)sc(=O)c2c1OC	5.3	-9.8	7.4	0.5	-2.2	-14.2	8.2	13.8	-10.2
O=C(Nc1ccc2ccccc2c1)C(c1ccccc1)C1CCCC1 (stereo not drawn)	-19.4	5.5	3.3	3.9	-11.5	-2.9	21.4	0.1	11.2
COc1ccc(OC(C)C(=O)NCCc2nc3ccccc3[nH]2)cc1 (stereo not drawn)	12.6	-10.3	3.3	0.7	-9.8	-11.6	1.5	28.9	-6.0
CC1(C(=O)NS(=O)(=O)c2cccc(C#N)c2)CCN1C(=O)Cc1cc(F)ccc1F (stereo not drawn)	3.2	-2.9	2.3	0.5	-0.2	.	4.7	20.8	-10.2

A few values from the results shown:
Result of CC(O)CSc1nc2c(c(=O)[nH]c(=O)n2C)n1Cc1ccccc1 (stereo not drawn) under CHO-K1 Ca PAM: 17.1
Result of COc1cccc2c1OCC(C(=O)O)C2 (stereo not drawn) under CHRM1 agonist: -4.8
Result of Cc1ccc([N+](=O)[O-])cc1NC(=O)CSc1nncc2ccccc12 under CHO-K1 Ca antag: -15.0
Result of O=C(O)c1cc2nccc(-c3ccc(F)cc3)n2n1 under CHO parental Ca: 1.9
Result of COc1ccc(OC(C)C(=O)NCCc2nc3ccccc3[nH]2)cc1 (stereo not drawn) under CHO-K1 Ca antag: -10.3
Result of Cc1ccc2nc(-c3ccccc3)cc(C(=O)N3CC(C)OC(C)C3)c2c1 (stereo not drawn) under CHO-K1 Ca PAM: 19.7

The list goes on.
SMILES	CHRM1 PAM	CHO-K1 Ca antag	TAAR1 agonist	M1 ag parental	CHRM1 agonist	CHO parental Ca	TAAR1 antag	CHO-K1 Ca PAM	CHRM1 antagonist
Cc1ccc(NC2CCCN(C(=O)c3cn(C)c4ccccc34)C2)cc1C (stereo not drawn)	0.5	9.0	2.8	-0.2	-4.6	-14.0	-19.5	-15.0	2.5
FC(F)(F)Oc1ccccc1C(c1nnnn1C1CCCCC1)N1CCN(C/C=C/c2ccccc2)CC1 (stereo not drawn)	-0.1	5.5	-2.0	-0.6	5.2	.	-48.0	-10.9	-18.7
Cc1cccnc1C1=NOC(Cc2ccccc2)C(=O)N1Cc1ccc2c(c1)OCO2 (stereo not drawn)	-3.2	-0.5	3.2	0.6	-3.5	.	-1.5	11.4	-1.5
CCOC(=O)c1ccc(NC(=O)COC)cc1	5.7	-8.6	2.5	0.6	-4.8	-2.0	2.7	18.2	-6.4
CCOc1ccc(N2C(=O)C(C)CNC2=S)cc1 (stereo not drawn)	13.4	-4.5	1.4	0.5	-2.3	.	-16.6	-0.1	-22.8
Cc1cc([N+](=O)[O-])ccc1NC(=O)CCC(=O)N1CCCC1	10.2	-6.9	1.0	0.5	-1.8	-2.9	-8.1	2.6	-11.8
COc1ccc(NC(=S)NCCN2CCOCC2)c(OC)c1	3.6	-6.1	4.5	-0.2	-1.7	-8.4	4.4	10.3	-34.2
COc1ccc(CNC(=O)CN(C(=O)c2ccc(CN3CCOCC3)o2)C2CCCC2)cc1	7.6	-0.1	4.2	-0.1	-8.2	-14.1	-0.2	8.9	-12.0
COc1ccccc1-n1c(SCC(=O)N(C)C2CCS(=O)(=O)C2)nc2ccccc2c1=O (stereo not drawn)	8.9	8.7	10.0	0.2	-5.0	-10.2	9.5	-2.8	-6.3
Cc1ccccc1NC(=O)CN1CCN(c2ccc(F)cc2)CC1	2.7	-12.4	-1.4	0.8	-1.5	.	-2.8	5.5	-5.3
CC(C)Cn1c(C(C)C)nc([N+](=O)[O-])c1Sc1ccc(Cl)cn1	9.1	-14.5	-1.1	-0.1	-5.3	-23.9	-6.5	12.4	-10.5
COc1ccc(-c2ncccc2OC(=O)C23CC4CC(CC(C4)C2)C3)cc1OC	2.9	-7.6	0.3	2.6	-3.6	-25.1	26.1	17.6	1.1

In another format: results already given
| molecule | CHRM1 PAM | CHO-K1 Ca antag | TAAR1 agonist | M1 ag parental | CHRM1 agonist | CHO parental Ca | TAAR1 antag | CHO-K1 Ca PAM | CHRM1 antagonist |
| --- | --- | --- | --- | --- | --- | --- | --- | --- | --- |
| CC(C)Nc1ncnc2c1ncn2[C@H]1CN(Cc2cccnc2)C[C@@H](CO)O1 | 7.8 | -1.7 | 11.7 | 1.0 | -1.1 | . | -25.0 | 14.3 | -11.3 |
| Cn1c(-c2ccc(CN3CCCCC3)o2)nc2ccccc21 | 2.5 | -8.9 | 7.5 | 0.0 | -6.7 | -11.3 | 3.2 | 9.4 | -21.5 |
